Pin1 inh: qHTS Assay to Find Inhibitors of Pin1; Peptidyl-prolyl cis-trans isomerase NIMA-interacting 1 (Homo sapiens), Q13526; Pin1 FP peptide displacement, HiFluor488, 10 min; Potency, µM (doses to about 115 µM), inactives show top-dose activity, negative = inhibition, actives largely listed as inhibitors; 390,000 compounds, 0.009% hits; active = well fitted inhibition curve with a large enough effect in the polarisation, with a control signal flat, not every such curve was filed as active; inconclusive = small, poorly fitted or top-dose-only effect, or effect the other way, or a change in a side signal; inactive = no such curve, though single readings can be large or run the other way; the % refers to the polarisation; also: potency is read from the fitted curve at half-maximal effect; % is scaled to controls: 0 for no effect and ±100 for the full control effect
HP1b binding inh: HTS for Inhibitors of HP1-beta Chromodomain Interactions with Methylated Histone Tails; Chromobox protein homolog 1 (Homo sapiens), P83916; AlphaScreen HP1-beta / biotin-H3K9me3 peptide binding; Potency, µM (highest dose often 114 µM), for inactives: top-dose activity change, negative = inhibition, hits mostly inhibitors; 390,000 compounds, 0.56% hits; AID 540317, 2011; also: potency is read from the fitted curve at half-maximal effect; nearly all actives have a fitted effect of over 70% in size; inactives centre near 23
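Compound inhibition of the preformed complex between 50 nM HP1-beta and 50 nM biotinylated H3K9me3 peptide was read by AlphaScreen. Buffer was PBS pH 7.4 with 0.01% Tween-20. Incubations ran 30 min at room temperature, with 10 ug/mL donor/acceptor beads.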
Tb PGK inh: qHTS Assay to Find Inhibitors of Phosphoglycerate Kinase | Phosphoglycerate kinase, glycosomal (Trypanosoma brucei brucei), P07378 | PGK/GAPDH coupled, Kinase-Glo luminescence, 60 min | Potency, µM (series often up to 57.5 µM), without a hit: at the highest dose activity change, negative = inhibition, hits mostly inhibitors | 380,000 compounds, 0.043% hits; also: potency is read from the fitted curve at half-maximal effect; % is scaled to controls: 0 for no effect and ±100 for the full control effect; nearly all actives have a fitted effect of over 60% in size
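Recombinant glycosomal PGK reaction used 1,3-bisphosphoglycerate generated in-well by GAPDH (100nM final) in 100mM TEA pH 7.6, 5mM MgCl2, 0.01% Tween-20. After 60 minutes at room temperature, ATP was read by Kinase-Glo Plus luminescence end-point.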
G9a inh: qHTS Assay for Inhibitors of Histone Lysine Methyltransferase G9a; G9a H3K9 monomethylation, AlphaScreen, 2 h; Histone-lysine N-methyltransferase EHMT2 (Homo sapiens), Q96KQ7; Potency, µM (series often up to 102 µM), for inactives: at the highest dose activity, negative = inhibition, actives largely listed as inhibitors; 350,000 compounds, 8.8% hits; also: potency is read from the fitted curve at half-maximal effect; % is scaled to controls: 0 for no effect and ±100 for the full control effect; nearly all actives have a fitted effect of over 75% in size
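Signal arises when biotinylated H3K9 peptide, once monomethylated, bridges streptavidin donor and antibody-captured acceptor beads. Enzyme at 20 nM was preincubated 15 min with test compounds; peptide 500 nM and SAM 20 uM then reacted for 2 h.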
JMJD2A Tudor: qHTS Assay for Inhibitors of JMJD2A-Tudor Domain; Lysine-specific demethylase 4A (Homo sapiens), O75164; AlphaScreen JMJD2A-Tudor / H3K4me3 peptide binding; Potency, µM (doses to about 114 µM), for the others: at the highest dose activity change, negative = inhibition, most hits filed as inhibitors; 390,000 compounds, 4.4% hits; also: potency is read from the fitted curve at half-maximal effect; % is scaled to controls: 0 for no effect and ±100 for the full control effect; nearly all actives have a fitted effect of over 50% in size
Target sequence (O75164 whole entry, looked up, the tested form may be a part): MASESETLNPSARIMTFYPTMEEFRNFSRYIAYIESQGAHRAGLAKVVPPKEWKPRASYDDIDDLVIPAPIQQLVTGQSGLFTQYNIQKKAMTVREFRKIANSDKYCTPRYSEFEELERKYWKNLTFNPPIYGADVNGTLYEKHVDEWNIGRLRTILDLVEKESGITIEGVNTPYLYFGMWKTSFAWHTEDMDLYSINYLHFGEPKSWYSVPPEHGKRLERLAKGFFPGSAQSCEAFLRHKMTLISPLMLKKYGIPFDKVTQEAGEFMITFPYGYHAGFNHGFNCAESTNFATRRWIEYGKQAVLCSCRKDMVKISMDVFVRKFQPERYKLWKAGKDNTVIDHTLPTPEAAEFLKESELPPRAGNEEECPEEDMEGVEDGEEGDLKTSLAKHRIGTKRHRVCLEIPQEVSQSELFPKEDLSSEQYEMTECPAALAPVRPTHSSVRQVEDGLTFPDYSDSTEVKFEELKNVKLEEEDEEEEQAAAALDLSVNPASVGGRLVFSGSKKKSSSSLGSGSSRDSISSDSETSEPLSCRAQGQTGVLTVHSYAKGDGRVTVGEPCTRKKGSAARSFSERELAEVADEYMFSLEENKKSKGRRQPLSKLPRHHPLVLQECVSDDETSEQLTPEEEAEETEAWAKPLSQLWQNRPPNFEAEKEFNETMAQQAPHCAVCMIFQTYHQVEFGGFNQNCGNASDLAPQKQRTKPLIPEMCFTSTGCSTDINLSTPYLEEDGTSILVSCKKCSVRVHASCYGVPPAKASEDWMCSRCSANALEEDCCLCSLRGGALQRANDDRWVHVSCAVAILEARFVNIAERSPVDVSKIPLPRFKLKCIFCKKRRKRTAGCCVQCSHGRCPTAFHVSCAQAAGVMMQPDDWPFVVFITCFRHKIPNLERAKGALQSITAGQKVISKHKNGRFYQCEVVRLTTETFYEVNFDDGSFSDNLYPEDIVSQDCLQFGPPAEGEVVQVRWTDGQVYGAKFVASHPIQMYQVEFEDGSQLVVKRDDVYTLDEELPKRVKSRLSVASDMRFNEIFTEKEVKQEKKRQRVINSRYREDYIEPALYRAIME
BAZ2B inh: qHTS Assay for Inhibitors of BAZ2B | 360,000 compounds, 4.4% hits | Potency, µM (series often up to 114 µM), inactives show at the top dose activity change, negative = inhibition, hits mostly inhibitors | Bromodomain adjacent to zinc finger domain protein 2B (Homo sapiens), Q9UIF8 | AlphaScreen BAZ2B-H3K14Ac peptide displacement; also: potency is read from the fitted curve at half-maximal effect; % is scaled to controls: 0 for no effect and ±100 for the full control effect; nearly all actives have a fitted effect of over 60% in size
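Protein-peptide AlphaScreen: BAZ2B 50 nM, b-H3K14Ac 50 nM, 1x PBS pH 7.4 + 0.01% Tween-20. Preincubation 30 min RT; cpd 30 min RT (top 110 uM); beads 20 min RT, light-protected.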
GLS inh: qHTS for Inhibitors of Glutaminase (GLS). AID 624170, 2012. 410,000 compounds, 0.21% hits. GLS enzymatic activity, qHTS titration. Potency, µM (top dose mostly 45.5 µM), without a hit: top-dose activity change, negative = inhibition, usual class: inhibitors; also: potency is read from the fitted curve at half-maximal effect; % is scaled to controls: 0 for no effect and ±100 for the full control effect
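Coupled fluorescence readout: glutamate oxidase/HRP/Amplex Red detect glutamate formed by hKGA from L-glutamine (1 mM solution added). Buffer 45 mM KH2PO4 pH 8.2, 0.02% Tween-20; reads at t0 and 30 min RT.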
PI4K2A block: qHTS for small molecular inhibitors of PI4K2A | Phosphatidylinositol 4-kinase type 2-alpha (Homo sapiens), Q9BTU6 | purified PI4K2A, ADP-Glo luminescence, 1 h; stronger effect = lower value | activity change, negative = inhibition, % at 76.9 µM | 420,000 compounds, 0.13% hits; in the data active = activity change below about -50%; inconclusive = mostly about -30% to -49%;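 also: -100% = wells without enzyme as full effect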
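Compounds are screened against recombinant PI4K2A using PI as substrate and ATP, the latter dispensed at 300 microM. Reactions run one hour at ambient temperature before ADP-Glo detection; full inhibition defined by wells lacking enzyme.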
Pol eta inh: qHTS for Inhibitors of Polymerase Eta; recombinant Pol eta, fluorescent DNA replication assay; Potency, µM (top dose mostly 114 µM), inactives show at the highest dose activity change, negative = inhibition, hits mostly inhibitors; 390,000 compounds, 1.2% hits; AID 588591, 2011; also: potency is read from the fitted curve at half-maximal effect; % is scaled to controls: 0 for no effect and ±100 for the full control effect
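Pol eta (10 nM) was preincubated with compounds for 15 min at room temperature, after which fluorescent replication substrate (50 nM final) was added to start the reaction. Fluorescence was read kinetically at 0 and 10 min.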
Active calls of the source: *; [ ] = remark or other dose. Unless noted, calls follow the shape of the dose curve; as a rule, active = well fitted curve in the direction sought with a large enough effect; inconclusive = small, poorly fitted or top-dose-only effect, or another doubt; inactive = no such curve, though single readings can be large; an effect the other way counts as inactive or inconclusive. Not all compounds are listed (hit frequency here may not be typical).

Screening CC(NC(=O)COc1ccccc1)C(=O)OCC(=O)c1cc2ccccc2o1 (stereo not given) returned Pin1 inh 19%, HP1b binding inh 49%[activator], Tb PGK inh 0%, G9a inh inconclusive, JMJD2A Tudor 2%, GLS inh -1%, PI4K2A block 4 and Pol eta inh -2%.
`Cc1ccc(OCC(=O)OCc2cc(=O)n3nc(-c4cccs4)sc3n2)cc1` gave Pin1 inh 62%[activator], HP1b binding inh 14%, Tb PGK inh -11%, G9a inh 13%[59 µM], JMJD2A Tudor -16%, BAZ2B inh -9%, GLS inh -4%, PI4K2A block -6 and Pol eta inh -8%.
For COc1ccc(C2CC(=O)C(C=NCC(C)C)=C(O)C2)cc1 (stereo not given) the results were Pin1 inh 0%, HP1b binding inh 23%, Tb PGK inh -6%, G9a inh 5%[59 µM], JMJD2A Tudor 7%, BAZ2B inh -19%, GLS inh -11%, PI4K2A block 4 and Pol eta inh -15%.
O=C(Nc1nc2ccccc2s1)C1CCCN1S(=O)(=O)c1ccc(Cl)cc1 (stereo not given) was read as Pin1 inh 1%, HP1b binding inh 9%, Tb PGK inh 4%, G9a inh -1%[59 µM], JMJD2A Tudor -31%, BAZ2B inh -2%, GLS inh 11%, PI4K2A block -3 and Pol eta inh -7%.
For CC(=O)Nc1ccc(SCC(=O)OCC(=O)NC(=O)NCc2ccco2)cc1 the results were Pin1 inh -4%, HP1b binding inh 3%, Tb PGK inh -13%, G9a inh -40%, JMJD2A Tudor 7%, BAZ2B inh -32%, GLS inh -5%, PI4K2A block 6 and Pol eta inh 9%.
For Cc1c(Cl)cccc1NC(=S)N(C)CCC#N the results were Pin1 inh 8%, HP1b binding inh 34%, Tb PGK inh -9%, G9a inh 20%, JMJD2A Tudor -2%, BAZ2B inh -13%, GLS inh 3%, PI4K2A block -6 and Pol eta inh -19%.
Screening COc1ccc(/C=C2\SC(=S)N(N3C(=O)CCC3=O)C2=O)cc1O returned Pin1 inh inconclusive, HP1b binding inh -8%, Tb PGK inh -8%, G9a inh 8.9µM*, JMJD2A Tudor -12%, BAZ2B inh inconclusive, GLS inh -22%, PI4K2A block -1 and Pol eta inh -11%.
Screening Cc1ccc(C(=O)OCC(=O)NCc2cccs2)s1 returned Pin1 inh -1%, HP1b binding inh -3%, Tb PGK inh -10%, G9a inh -40%, JMJD2A Tudor -11%, BAZ2B inh -7%, GLS inh -3%, PI4K2A block 3 and Pol eta inh 0%.
Cc1ccc(C(=O)NC(=C(Cl)Cl)S(=O)(=O)c2ccccc2)cc1 was read as Pin1 inh 1%, HP1b binding inh 62%[activator], G9a inh -33%, JMJD2A Tudor inconclusive, BAZ2B inh -1%, GLS inh 1%, PI4K2A block -10 and Pol eta inh -11%.
Screening O=C(NNC(=O)c1ccc(Cl)s1)c1csc(N2CCOCC2)n1 returned Pin1 inh 5%, HP1b binding inh 34%, Tb PGK inh -2%, G9a inh -4%, JMJD2A Tudor -15%, BAZ2B inh -6%, GLS inh 5%, PI4K2A block -4 and Pol eta inh -2%.
For CN1/C(=C\C(=O)Nc2cccc(Cl)c2)C(C)(C)c2ccccc21 the results were Pin1 inh 19%, HP1b binding inh 32%, Tb PGK inh 3%, G9a inh inconclusive, JMJD2A Tudor -28%, BAZ2B inh -8%, GLS inh 3%, PI4K2A block 6 and Pol eta inh -12%.
`COc1ccc(N(CC(=O)NC2CCCC2)C(=O)Cn2nnc(-c3ccc(C)o3)n2)c(OC)c1` gave Pin1 inh -5%, HP1b binding inh 3%, Tb PGK inh -10%, G9a inh -15%, JMJD2A Tudor -13%, BAZ2B inh -24%, GLS inh 18%, PI4K2A block 1 and Pol eta inh -19%.

Next part (3 carried over from the part before).
Screening O=C(NNC(=O)c1ccc(Cl)s1)c1csc(N2CCOCC2)n1 returned Pin1 inh 5%, HP1b binding inh 34%, Tb PGK inh -2%, G9a inh -4%, JMJD2A Tudor -15%, BAZ2B inh -6%, GLS inh 5%, PI4K2A block -4 and Pol eta inh -2%.
For CN1/C(=C\C(=O)Nc2cccc(Cl)c2)C(C)(C)c2ccccc21 the results were Pin1 inh 19%, HP1b binding inh 32%, Tb PGK inh 3%, G9a inh inconclusive, JMJD2A Tudor -28%, BAZ2B inh -8%, GLS inh 3%, PI4K2A block 6 and Pol eta inh -12%.
`COc1ccc(N(CC(=O)NC2CCCC2)C(=O)Cn2nnc(-c3ccc(C)o3)n2)c(OC)c1` gave Pin1 inh -5%, HP1b binding inh 3%, Tb PGK inh -10%, G9a inh -15%, JMJD2A Tudor -13%, BAZ2B inh -24%, GLS inh 18%, PI4K2A block 1 and Pol eta inh -19%.
CC(C)(C)N1CC(c2nc3ccccc3n2Cc2ccccc2)CC1=O (stereo not given) was read as Pin1 inh 2%, HP1b binding inh 21%, Tb PGK inh inactive, G9a inh -3%[12.7 µM], JMJD2A Tudor -10%, BAZ2B inh -1%, GLS inh -1%, PI4K2A block 10 and Pol eta inh -1%.
CCOc1cccc(NC(=O)Cc2cccs2)c1 was read as Pin1 inh -7%, HP1b binding inh 51%[activator], Tb PGK inh -8%, G9a inh -3%, JMJD2A Tudor -5%, BAZ2B inh 10%, GLS inh -12%, PI4K2A block -17 and Pol eta inh -16%.
For CCOC(=O)C(N)CSC1CC(=O)N(c2ccc(OCC)cc2)C1=O (stereo not given) the results were Pin1 inh 0%, HP1b binding inh 48%[activator], Tb PGK inh -7%, G9a inh inconclusive, JMJD2A Tudor -10%, BAZ2B inh 0%, GLS inh -8%, PI4K2A block 1 and Pol eta inh -6%.
`Cn1cccc1-c1nc2ccc(NC(=O)c3ccco3)cc2[nH]1` gave Pin1 inh -6%, HP1b binding inh inconclusive, Tb PGK inh 3%, G9a inh inconclusive, JMJD2A Tudor inconclusive, BAZ2B inh 50µM*, GLS inh 0%, PI4K2A block 1 and Pol eta inh -2%.
CCOc1ccccc1N(CC(=O)NCC1CCCO1)C(=O)CCC(=O)Nc1cc(C)on1 (stereo not given) was read as Pin1 inh -8%, HP1b binding inh 23%, Tb PGK inh 1%, G9a inh -8%[59 µM], JMJD2A Tudor -8%, BAZ2B inh 0%, GLS inh -7%, PI4K2A block -7 and Pol eta inh 7%.
`OCCOCCOc1cccc2[nH]ccc12` gave Pin1 inh -3%, HP1b binding inh 13%, Tb PGK inh -8%, G9a inh -7%, JMJD2A Tudor -10%, BAZ2B inh -19%, GLS inh 21%, PI4K2A block -1 and Pol eta inh 0%.
Screening Cc1ccc(-c2nc(-c3ccccn3)no2)cc1Cl returned Pin1 inh 2%, HP1b binding inh 37%, Tb PGK inh -19%, G9a inh 38%, JMJD2A Tudor -3%, BAZ2B inh 9%, GLS inh 3%, PI4K2A block inconclusive and Pol eta inh -1%.
`CCN(C[C@H]1N[C@@](C)(C(=O)OC)[C@H]2C(=O)N(C)C(=O)[C@@H]12)S(=O)(=O)c1ccc(C)cc1` gave Pin1 inh -2%, HP1b binding inh 41%[activator], Tb PGK inh -7%, JMJD2A Tudor -30%, GLS inh 11%, PI4K2A block -1 and Pol eta inh 3%.
For CCN(CC)S(=O)(=O)c1cc(NC(=O)c2ccc(Br)s2)ccc1C the results were Pin1 inh 6%, HP1b binding inh -12%, Tb PGK inh -4%, G9a inh -21%, JMJD2A Tudor inconclusive, BAZ2B inh -19%, GLS inh -14%, PI4K2A block 0 and Pol eta inh 0%.
Cc1ccc(CCNCc2c(C(=O)O)c(C)n(-c3ccccc3)c2C)cc1 was read as Pin1 inh -9%, HP1b binding inh -14%, Tb PGK inh inactive, G9a inh inconclusive, JMJD2A Tudor inconclusive, BAZ2B inh inconclusive, GLS inh -1%, PI4K2A block -5 and Pol eta inh 0%.
`Cc1cc2nc(-c3cccc(NC(=O)C(C)C)c3C)oc2cc1C` gave Pin1 inh 4%, HP1b binding inh 44%[activator], Tb PGK inh -6%, G9a inh inconclusive, JMJD2A Tudor -16%, BAZ2B inh -8%, GLS inh -4%, PI4K2A block -2 and Pol eta inh 4%.
`COCCNC(=O)Nc1cc(C(=O)NCc2ccc(C(C)C)cc2)ccc1N1CCCC1` gave Pin1 inh -6%, HP1b binding inh 18%, Tb PGK inh -9%, G9a inh -2%[59 µM], JMJD2A Tudor -12%, BAZ2B inh inconclusive, GLS inh 54%[activator], PI4K2A block -1 and Pol eta inh -26%.
Screening Cc1nc2ccccc2c(=O)n1NC(=O)C1CCC(C(C)(C)C)CC1 (stereo not given) returned Pin1 inh 2%, HP1b binding inh 23%, Tb PGK inh -9%, G9a inh -29%, JMJD2A Tudor -8%, GLS inh 8%, PI4K2A block 1 and Pol eta inh 4%.
COc1ccc(Nc2nc(N3CCCC3)nc(N3CCOCC3)n2)cc1 was read as Pin1 inh 3%, HP1b binding inh 4%, Tb PGK inh -1%, JMJD2A Tudor inconclusive, GLS inh 9%, PI4K2A block -2 and Pol eta inh -1%.

Screens (PubChem BioAssay)
